# Screening data (PubChem)
# GRP78 ERSR act = induces the endoplasmic reticulum stress response in human glioma cells; U87-MG GRP78 promoter luciferase reporter, 16 h; Potency, µM, inactives show top-dose activation, actives largely listed as activators; 420,000 tested, 0.02% active; AID 602332; note: potency is the fitted concentration of half-maximal effect; series mostly up to about 76 µM; % of control where 0% means no effect; nearly all actives have a fitted effect of over 35% in size
#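 ERSR induction read as luciferase luminescence (Bright-Glo, 10 min at room temperature) in stably transfected human U87-MG glioma cells exposed to compounds for 16 h, using GRP78 as sensor.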
# LDHA block = inhibitors of human lactate dehydrogenase A; 480,000 tested, 0.15% active; purified LDHA, NADH/diaphorase-resazurin fluorescence; active compounds read low; activity change, % (values are at about 110 or 230 µM); in the data active = activity change below about -30%; inconclusive = mostly about -25% to -30%;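 note: plate controls were DMSO wells for no effect and wells without enzyme for full effect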
#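 Remaining NADH was detected by diaphorase (0.133 mg/mL) converting 37 µM resazurin to fluorescent resorufin, read at 0 and 20 minutes. The preceding 5-minute room-temperature reaction used 2 nM LDHA, 0.2 mM sodium pyruvate and 0.06 mM NADH at pH 7.4.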
# Vif-A3F inh = Vif-A3F binding inhibition. HeLa A3F-eYFP + Vif (tagged APOBEC3F with the HIV-1 protein that degrades it), YFP fluorescence increase. Potency, µM (titrated, usually from 46.1 µM), for the others: at the top dose activity, negative = active. AID 602313. 390,000 tested, 0.2% active; note: potency is the fitted concentration of half-maximal effect; % of control where 0% means no effect; nearly all actives have a fitted effect of over 65% in size
#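 Fluorescence increase (Ex 488/Em 500-530) after overnight compound treatment at 37 deg C flags inhibition of Vif-driven A3F-eYFP loss in stable HeLa A3F-eYFP/Vif cells seeded overnight beforehand.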
# USP1 inh = blocks the human USP1/UAF1 deubiquitinase complex; O94782; recombinant USP1/UAF1, Ub-Rhodamine cleavage fluorescence; Potency, µM (top dose mostly 57.1 µM), for the others: at the top dose activity change, negative = inhibition, most hits filed as inhibitors; AID 743255; 390,000 tested, 0.23% active; note: potency is the fitted concentration of half-maximal effect; % is set by controls: 0 for no effect and ±100 for the full control effect; nearly all actives have a fitted effect of over 60% in size; inactives centre near -12
#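 USP1/UAF1 complex at 1 nM was preincubated with compound for 15 min at room temperature, then Ub-Rho substrate (150nM final) was added. Fluorescence (480/540 nm) was read kinetically, 6 reads every 60 seconds.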
# RXFP1 agonist = activates the human relaxin receptor RXFP1; Q9HBX9; HEK293T-RXFP1 cAMP TR-FRET, 30 min; response scale: percent of porcine relaxin response, buffer zero; Potency, µM (series often up to 57.5 µM), inactives show top-dose activation, most hits filed as activators; 370,000 tested, 0.3% active; note: potency is the fitted concentration of half-maximal effect; % is set by controls: 0 for no effect and ±100 for the full control effect; nearly all actives have a fitted effect of over 60% in size; many of its hits are not listed in these tables
#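 Agonist response is measured as cAMP accumulation in an RXFP1-transfected HEK293T line under PDE4 inhibition. Values are scaled between buffer-only and 29 nM porcine relaxin, and EC50s come from standard Hill equation fits.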
# Vif-A3G inh = Vif-A3G binding inhibition | HeLa A3G-eYFP + Vif (tagged APOBEC3G with the HIV-1 protein that degrades it), YFP fluorescence, overnight | Potency, µM (highest dose often 46.1 µM), for inactives: at the highest dose activity, negative = active, actives largely listed as inhibitors | 410,000 tested, 0.076% active | AID 602310;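 note: potency is the fitted concentration of half-maximal effect; % is set by controls: 0 for no effect and ±100 for the full control effect; nearly all actives have a fitted effect of over 60% in size; hits raise eYFP signal because A3G escapes Vif-driven loss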
# Target sequence (Q9HC16 whole entry, looked up): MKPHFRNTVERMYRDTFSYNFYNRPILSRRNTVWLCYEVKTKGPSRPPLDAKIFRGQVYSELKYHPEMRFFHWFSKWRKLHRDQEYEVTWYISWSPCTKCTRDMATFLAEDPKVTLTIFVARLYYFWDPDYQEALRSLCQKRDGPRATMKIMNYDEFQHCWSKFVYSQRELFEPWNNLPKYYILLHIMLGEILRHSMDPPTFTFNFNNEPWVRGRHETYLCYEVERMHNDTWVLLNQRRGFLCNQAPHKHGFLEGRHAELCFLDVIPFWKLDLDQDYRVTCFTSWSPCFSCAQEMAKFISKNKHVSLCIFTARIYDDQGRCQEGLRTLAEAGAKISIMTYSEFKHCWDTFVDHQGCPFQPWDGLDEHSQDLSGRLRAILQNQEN
#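 Read-out is eYFP fluorescence (Ex 488/Em 500-530) from Vif-expressing HeLa A3G-eYFP cells; more signal means A3G escaped Vif-mediated degradation. Cells plated overnight, compound pinned in, incubated overnight at 37 deg C.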
# PI4K2A block = inhibitors of human PI4K2A; Q9BTU6; purified PI4K2A, ADP-Glo luminescence, 1 h; active compounds read low; activity change, negative = inhibition, % at 76.9 µM; 420,000 tested, 0.13% active; in the data active = activity change below about -50%; inconclusive = mostly about -30% to -49%;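 note: -100% = wells without enzyme as full effect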
# Target sequence (Q9BTU6 whole entry, looked up): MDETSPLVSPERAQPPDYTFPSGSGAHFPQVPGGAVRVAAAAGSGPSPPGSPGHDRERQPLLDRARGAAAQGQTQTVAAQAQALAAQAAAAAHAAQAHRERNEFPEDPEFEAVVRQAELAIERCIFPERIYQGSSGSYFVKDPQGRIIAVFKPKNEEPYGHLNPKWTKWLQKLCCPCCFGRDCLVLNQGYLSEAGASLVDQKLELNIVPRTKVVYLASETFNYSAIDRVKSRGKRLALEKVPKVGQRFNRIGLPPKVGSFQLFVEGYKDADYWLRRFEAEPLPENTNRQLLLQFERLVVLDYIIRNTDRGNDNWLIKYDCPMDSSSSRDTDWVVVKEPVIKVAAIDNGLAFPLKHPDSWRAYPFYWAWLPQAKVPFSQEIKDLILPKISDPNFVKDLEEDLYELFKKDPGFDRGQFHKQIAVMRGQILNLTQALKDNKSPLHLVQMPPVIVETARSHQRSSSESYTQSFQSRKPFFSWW
#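 ADP-Glo luminescence measured ADP generated by PI4K2A enzyme (4 ug/mL before mixing) with 1.2 mM PI substrate (pre-mix) and 300 microM ATP (pre-mix). Tris pH7.5 buffer with MgCl2, Triton X-100; 1 h reaction at ambient temperature.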
# mIDH1 inhibitor = inhibitors of human mutant IDH1 R132H | IDH1-R132H enzyme, NADPH consumption, diaphorase/resazurin fluorescence | Potency, µM (series often up to 76.6 µM), for the others: at the top dose activity change, negative = inhibition, most hits filed as inhibitors | 390,000 tested, 0.093% active; note: potency is the fitted concentration of half-maximal effect; % is set by controls: 0 for no effect and ±100 for the full control effect; nearly all actives have a fitted effect of over 65% in size
#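 IDH1-R132H (0.5 ug/mL dispensed) in pH 7.5 Tris buffer was preincubated 30 min with compound, then given a substrate mix of 0.016 mM NADPH and 2 mM alpha-KG for 80 min at room temperature; remaining NADPH was read by diaphorase/resazurin fluorescence.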
# TrxR1 substrate = substrates of rat thioredoxin reductase 1; O89049; purified TrxR1 substrate turnover, NADPH consumption readout; Potency, µM (doses to about 114 µM), without a hit: top-dose activity change, negative = substrate turnover; 390,000 tested, 0.01% active; AID 588456; note: potency is the fitted concentration of half-maximal effect; % is set by controls: 0 for no effect and ±100 for the full control effect; nearly all actives have a fitted effect of over 50% in size
#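 Rat TrxR1, dispensed at 90 nM, was prereduced with 400 uM NADPH (final) for 5 min at ~22 deg C, then incubated with compound 15 min before 400 uM selenite. A first-read NADPH fluorescence drop versus no-compound background flagged substrates.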
# Numbers without * were called inactive; ? = inconclusive; . = no result given; & = joins results of further samples; [ ] = another dose, or the depositor's remark. Unless noted, calls come from the whole dose curve; as a rule, active = well fitted curve in the direction sought with a large enough effect; inconclusive = small, poorly fitted or top-dose-only effect, or another doubt; inactive = no such curve, though single readings can be large; an effect the other way counts as inactive or inconclusive.
SMILES	GRP78 ERSR act	LDHA block	Vif-A3F inh	USP1 inh	RXFP1 agonist	Vif-A3G inh	PI4K2A block	mIDH1 inhibitor	TrxR1 substrate
COc1ccc(OC)c(/C=N/NC(=O)CCN2CCN(C(c3ccccc3)c3ccccc3)CC2)c1	-5%	-2	0%	-17%	-0.1%	3%	2	-3%	70%[activator][57.1 µM]
Cc1cccc(CSC2=NCCN2C(=O)c2ccc(S(=O)(=O)N(C)C)cc2)c1	-1%	0	?	-17%	-0.1%	3%	4	-5%	-3%
O=c1[nH]ncc(N2CCN(Cc3ccccc3)CC2)c1Cl	-1%	-3	-17%	1%	0.1%	1%	-2	4%	8%
Cc1ccc(SC[C@H](c2ccccc2)N2CCN(C)CCC2=O)cc1	8%	0	-3%	-22%	-0.6%	5%	2	18%	8%
CCOC(=O)Cc1cc(=O)[nH]c(/N=C(\N)Nc2ccc(C)c(C)c2)n1	-2%	-2	9%	-8%	0.5%	1%	-2	2%	2%[57.1 µM]
O=C1CC(N2CCN(c3ccc(O)cc3)CC2)C(=O)N1c1ccc2c(c1)OCO2 (stereo not drawn)	-2%	25	7%	-15%	0.5%	-3%	-3	3%	6%
COc1ccc2nc(C)cc(SCC(=O)NNC(=O)COc3ccc(C)cc3)c2c1	-2%	0	-8%	-13%	28%	-1%	-2	3%	4%
CN(C)Cc1c(C(=O)N/N=C/c2ccccc2OCc2ccc(F)cc2)nnn1-c1nonc1N	-6%	-2	10%	2%	0.5%	0%	1	9%	10%[0.0914 µM]
Cc1ccccc1C(=O)N1CCN=C1SCc1ccc([N+](=O)[O-])cc1	1%	-6	-4%	0%	2.1%	4%	4	0%	6%[57.1 µM]
COc1ccccc1-c1nnc(SCC(=O)Nc2cccnc2Cl)n1C	-5%	-13	-1%	-18%	.	0%	2	-17%	1%
CC(C)NC(=O)N(C)C[C@@H]1Oc2c(NS(=O)(=O)c3ccccc3)cccc2C(=O)N([C@@H](C)CO)C[C@@H]1C	-3%	-2	-13%	-29%	.	-1%	-2	-5%	6%[57.1 µM]
Cc1noc(C)c1S(=O)(=O)N1CCC(C(=O)NCCN2CCC(C)CC2)CC1	0%	5	-1%	-17%	-3.9%	0%	0	2%	8%
CCc1ccc(-n2nc(CO)c(C(=O)NCCCc3ccccc3)n2)cc1	-4%	-8	-4%	-20%	2.1%	-1%	-1	8%	-1%
Cc1ccc(CN2CCN(Cc3ccco3)CC2)cc1	-1%	-24	5%	-3%	-0.3%	0%	-2	10%	2%
O=Cc1cn(CC(=O)N2CCCCCC2)c2ccccc12	-2%	-3	3%	-12%	-0.4%	0%	11	0%	-1%
Cc1ccc(-n2c(N)c(C(N)=O)sc2=S)c(C)c1	-5%	0	-2%	-10%	-0.1%	-5%	0	0%	-18%
O=C1COc2ccc(C(=O)COC(=O)c3ccccc3F)cc2N1	2%	-10&9	-24%	-6%	.	2%	-2	-2%	9%
Cc1ccc(N2C(=O)CC(Nc3cccc4ccccc34)C2=O)cc1 (stereo not drawn)	0%	15	6%	2%	0.0%	-5%	2	0%	5%[57.1 µM]
O=c1c2c3c(sc2nc(N2CCNCC2)n1CCc1ccccc1)CCCCC3	-1%	-6	13%	-20%	-1.2%	3%	5	-1%	6%[57.1 µM]
CCOC(=O)c1c(C)[nH]c(C)c1C(=O)CSc1nc2ccccc2c(=O)n1-c1ccc(Cl)cc1	0%	1	1%	-13%	2.2%	0%	1	1%	-16%
C=CC[C@@H](CC(=O)NCCO)C(=O)N[C@@H](COC(=O)[C@@H](CC=C)CC(=O)OC(C)(C)C)Cc1c[nH]c2ccccc12	0%	2	2%	-31%	.	-3%	-3	11%	5%
CC(=O)c1ccc(NC(=S)N(C)C2CCN(C)CC2)cc1	-3%	-1	5%	-10%	2.2%	-1%	-2	5%	11%
Cc1cc(C(=O)N2CCN(c3ccccc3)CC2)no1	-5%	2	-16%	3%	0.5%	-1%	0	-3%	-7%
CC(C)N(Cc1ccccc1)S(=O)(=O)c1cccs1	-4%	0	1%	-23%	0.0%	-5%	-1	20%	2%
COCc1nnc(NC(=O)c2ccc(NC(=O)C(C)C)cc2)s1	0%	-4	8%	-17%	-2.3%	0%	-5	-2%	-5%
Cc1ccc2[nH]c3c(=O)n(CCc4cnc[nH]4)cnc3c2c1	-2%	-6	-9%	-14%	0.8%	-6%	-6	8%	46%[activator]
Cc1cc(C)c2nc(NNC(=O)c3ccc(S(=O)(=O)N4CCCC(C)C4)cc3)sc2c1 (stereo not drawn)	-7%	-12	-7%	3%	2.9%	-21%	4	-4%	6%[57.1 µM]
Cc1ccccc1C(=O)NC(=S)Nc1ccc(Cc2ccncc2)cc1	-2%	-4	5%	-20%	4.9%	0%	4	5%	6%
COCCN(Cc1cc2cc(C)ccc2[nH]c1=O)S(=O)(=O)c1ccc(Cl)cc1	-9%	0	2%	-22%	3.3%	1%	-1	8%	0%
COc1ccc(NC(=O)c2cc(S(=O)(=O)N3CCc4ccccc43)cn2C)cc1	0%	-13	-25%	-7%	-0.4%	2%	-3	-5%	4%[57.1 µM]
CC(C)(C)C(=O)/C(C#N)=C/c1cccs1	-2%	-4	-10%	-3%	8.7%	0%	0	7%	-5%[57.1 µM]
CCn1c(C)c(C)c2cc(C(=O)NCc3ccc(OC)cc3OC)ccc21	-2%	4	-5%	-12%	-1.5%	2%	-6	0%	-1%[57.1 µM]
COC(=O)c1ccn(CC(=O)NC2CCCCC2)n1	-3%	0	0%	-19%	-0.9%	-1%	-2	8%	4%
COc1c2ccoc2c(OC[C@@H](O)C(C)(C)O)c2oc(=O)ccc12	-1%	3	7%	?	-0.6%	2%	-1	0%	7%
COc1ccccc1/C=C/C=N/NC(=O)c1ccc(=O)n(C)c1	0%	0	-4%	0%	0.7%	-5%	-4	15%	-11%
Cc1ccccc1-c1nc(CS(=O)(=O)CC(=O)NCCN2CCOCC2)c(C)o1	-3%	1	-6%	-15%	-1.0%	-2%	-4	1%	10%[57.1 µM]
CC(COc1cccc2ccccc12)CN1CCN(C)CC1 (stereo not drawn)	-1%	10	3%	-7%	0.9%	2%	-1	7%	-4%
O=C(Nc1cccc(-c2cn3ccccc3n2)c1)c1ccccc1	2%	-7	-26%	-14%	3.1%	-3%	1	-4%	-5%[57.1 µM]
COc1cc(C2C(C#N)=C(N)Oc3c2ccc2ccccc32)ccc1OCC(=O)Nc1cccc(C)c1 (stereo not drawn)	-1%	-5	2%	-13%	-1.9%	-9%	1	2%	4%
COc1cccc(Nc2nnc(SCN3C(=O)c4ccccc4C3=O)s2)c1	1%	-4	-1%	-8%	-1.0%	0%	4	9%	-13%
O=C(Cc1c[nH]c2ccccc12)NCc1ccncc1	0%	0	-7%	-18%	1.3%	1%	2	6%	4%
COc1ccc(-c2ccc(CN3C(C(C)C)C(=O)N(Cc4cn(Cc5ccco5)nn4)CCS3(=O)=O)cc2)cc1 (stereo not drawn)	-4%	1	0%	-15%	.	-4%	-16	14%	.
COC(=O)c1[nH]c2ccc(C)cc2c1NC(=O)C1=COCCO1	3%	-6	-10%	-7%	3.8%	-6%	4	4%	14%[57.1 µM]
CCN(CC)S(=O)(=O)c1cccc(-c2nnc(SCCCC(=O)c3ccccc3)o2)c1	7%	0	-3%	-14%	4.2%	4%	1	2%	-2%

# The list is partial. The share of hits here may be higher or lower than overall.
